# Screening data from PubChem.
# HSF1 inh: HSF1 inhibition. activity change, negative = inhibition, % at 7.5 µM (by protocol). NIH3T3-HGL HSE-luciferase, MG132-induced, luminescence 8 h; hits give low values. AID 2098. hit rate 0.77% among 300,000;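 active means more than half of replicate wells show activity change below -50%, luminescence cut by over half; inconclusive means some wells, but at most half, below -50%; inactive means no replicate well below -50%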;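 further: luciferase reports HSF-1 transcriptional activity via heat shock element; 0% = median of DMSO wells and -100% = zero luminescence signal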
# GSK3B inh: inhibitors of human GSK3beta kinase; activity score (negative = inhibition), % at 10 µM; AID 2097; P49841; GST-GSK3beta kinase, ADP-Glo luminescence, 60 min; hits give low values; hit rate 0.038% among 300,000;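 active means more than half of replicate wells score below -50%, meaning over 50% inhibition versus plate controls; inconclusive means some replicates but at most half score below -50%; inactive means no replicate scores below -50%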;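 further: 0% = median DMSO wells and -100% = median GW8510 positive control wells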
# Target sequence (P49841 whole entry, looked up): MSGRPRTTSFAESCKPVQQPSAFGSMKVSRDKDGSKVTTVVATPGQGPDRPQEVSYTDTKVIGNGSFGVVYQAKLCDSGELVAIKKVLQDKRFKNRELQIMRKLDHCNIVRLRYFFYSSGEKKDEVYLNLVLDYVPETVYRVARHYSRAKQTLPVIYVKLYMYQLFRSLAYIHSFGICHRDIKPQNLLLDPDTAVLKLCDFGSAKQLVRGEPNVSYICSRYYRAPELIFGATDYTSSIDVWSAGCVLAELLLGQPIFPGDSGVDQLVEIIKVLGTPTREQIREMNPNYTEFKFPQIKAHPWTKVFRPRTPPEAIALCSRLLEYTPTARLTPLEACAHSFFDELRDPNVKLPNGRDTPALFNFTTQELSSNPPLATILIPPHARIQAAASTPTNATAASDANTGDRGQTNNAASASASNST
#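 Assay system: GST-fused GSK3beta enzyme, cell-free / Medium: Tris pH 7.5 buffer with MgCl2, DTT, BSA, heparin / Also added: peptide substrate plus 25 µM ATP (final) / Compound: 10 µM single point / Timing: kinase reaction with compound 60 min at room temperature / Detection: ADP-Glo luminescence / Benchmarks: DMSO neutral wells and GW8510 at 20 µM as positive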
# GSK3A inh: human GSK-3 alpha kinase inhibition. P49840. ADP-Glo luminescence, 60 min. inhibition, % at 10 µM. hit rate 0.1% among 320,000. AID 2650;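 in the data active means inhibition above about 50%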;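 further: GST-tagged GSK-3 alpha with peptide substrate and 25 µM ATP; 0% = DMSO neutral wells and 100% = GW8510 positive control wells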
# Target sequence (P49840 whole entry, looked up): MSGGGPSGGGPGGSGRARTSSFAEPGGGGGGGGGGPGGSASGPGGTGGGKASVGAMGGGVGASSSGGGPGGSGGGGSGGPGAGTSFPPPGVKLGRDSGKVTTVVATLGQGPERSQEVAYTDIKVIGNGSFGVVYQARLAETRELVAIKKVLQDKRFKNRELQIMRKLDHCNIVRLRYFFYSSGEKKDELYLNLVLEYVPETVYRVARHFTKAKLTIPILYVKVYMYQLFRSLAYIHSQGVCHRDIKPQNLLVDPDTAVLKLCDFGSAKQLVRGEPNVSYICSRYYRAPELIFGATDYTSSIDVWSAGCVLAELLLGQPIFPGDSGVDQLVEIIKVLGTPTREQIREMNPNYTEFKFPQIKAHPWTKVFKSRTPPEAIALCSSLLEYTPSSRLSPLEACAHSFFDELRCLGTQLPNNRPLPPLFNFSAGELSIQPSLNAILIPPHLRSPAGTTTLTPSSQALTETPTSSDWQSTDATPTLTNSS
# AI-2 QS modul: Vibrio harveyi AI-2 quorum sensing modulation. activity change, % at 7.5 µM. hit rate 0.4% among 300,000. Vibrio harveyi JMH597 AI-2 luminescence/OD600 ratio, 9 h; hits give low values; strain lacks LuxN and CqsS sensors; 0 = neutral-control median; in the data active means activity change below about -75%, passing the limit was not always enough; inconclusive means no clear call, values can overlap the other calls;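 further: luminescence divided by OD600 gain over 9 h not by final OD600 alone; inactives centre near 13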
# IEC-6 tox: IEC-6 cytotoxicity, counter-screen for KLF5 inhibitors | inhibition, % at 5 µM | luminescence viability | hit rate 0.78% among 290,000 | AID 1825; in the data active means inhibition above about 22%;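 further: 0% = plate median of test compound wells and 100% = cytotoxic reference compound wells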
# KLF5 inhibitor: inhibitors of KLF5 expression; AID 1700; DLD-1 KLF5 promoter-luciferase reporter, luminescence; inhibition, % at 5 µM; hit rate 0.23% among 290,000;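 active means inhibition above a per-plate limit of that plate's mean compound inhibition plus 3 SD, cut at about 60% in these data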;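 further: 0% = DMSO wells and 100% = LY294002 at 200 µM; higher means less KLF5 promoter-driven luciferase light; inactives centre near -14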
# aSyn UTR inh: MLPCN primary screen, SNCA 5' untranslated region | alpha-synuclein 5'UTR reporter, inhibitor activity | inhibition, % (tested at 7.5 µM) | hit rate 0.82% among 300,000 | AID 1813; in the data active means inhibition above about 60%; inconclusive means no clear call, values can overlap the other calls;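 further: H4 neuroglioblastoma cells stably carrying SNCA 5'UTR luciferase fusion; 0% = DMSO wells and 100% = positive control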
# HSF-1 act: increases HSF-1 driven luciferase reporter signal; NIH3T3-HGL HSF-1 luciferase reporter, MG132, 8 h; 100% = twice DMSO control signal; activation, % at 9 µM; hit rate 1.7% among 300,000;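 active means mean replicate activation of at least 50% with a set share of replicates each reaching 50%; inconclusive means only one of those two conditions met; inactive means mean below 50% and too few replicates reaching it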;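 further: 0% = median of the neutral control wells and 100% = twice that signal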
# HSP90 inh: HSP90 refolding inhibition in rabbit reticulocyte lysate; luciferase refolding luminescence, 3 h; inhibition, % at 5.6 µM; hit rate 0.91% among 290,000;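 active means inhibition above the screen-wide mean plus 3 SD, computed separately per campaign, cut at about 16% in these data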;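 further: 0% = DMSO wells and 100% = 60 µM geldanamycin wells; inhibitors lower the luminescence because luciferase stays unfolded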
# HIF activator: HIF pathway transcriptional activation; U2OS HRE-luciferase reporter, luminescence; normalized: DMSO 0%, desferrioxamine 100%; activation, % at 7.5 µM (by protocol); hit rate 0.32% among 300,000;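 active means mean activation of at least 10% of the iron chelator positive control signal, with at least half of replicates also reaching 10%; inconclusive means mean and replicate majority disagree about reaching 10%; inactive means mean and most replicates under 10%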
# The depositor's hits bear a star; i = inactive; ? = inconclusive; nt = not tested or not shown. Rows were taken by chance (roughly 4.7% active in at least one column).
SMILES,HSF1 inh,GSK3B inh,GSK3A inh,AI-2 QS modul,IEC-6 tox,KLF5 inhibitor,aSyn UTR inh,HSF-1 act,HSP90 inh,HIF activator
Cc1ccc(S(=O)(=O)N2CCN(CC(=O)N/N=C\c3cccnc3)CC2)cc1,11,1,1,7,0,-29,6,13,1,-0.1
COc1ccccc1NC(=O)Cc1ccc(-c2ccccc2)cc1,6,2,-1,15,-2,-15,-36,19,1,1.0
O=C(NCc1ccco1)C1CCCN1S(=O)(=O)c1ccccc1C(F)(F)F (stereo unspecified),-1,1,1,15,-4,-17,9,-7,-1,0.3
COc1ccc(C(=O)N=c2sc3ccccc3n2C)cc1,17,-1,-6,19,0,9,-193,30,-4,1.2
CS(=O)(=O)N1CCN(C(=O)c2cc(-c3cccnc3)nc3ccc(Br)cc23)CC1,-12,1,-1,12,0,-29,14,-2,1,-0.4
CN(C)C(CNC(=O)c1ccc(NS(=O)(=O)c2ccc(F)c(F)c2)cc1)c1ccccc1 (stereo unspecified),-2,-10,-2,15,nt,nt,14,-4,nt,-0.1
COc1ccc(/C(C)=N/NC(=O)Cc2c(C)nc(C)[nH]c2=O)cc1,-2,-4,-2,38,-4,1,2,-1,-4,-0.2
O=C(NCc1ccncc1)C(=O)Nc1ccc2c(c1)OCO2,0,4,-7,0,2,-27,-26,0,0,-0.4
CCC(C)(C)NC(=O)c1cc([N+](=O)[O-])ccc1N1CCCCC1,-1,2,6,9,14,8,30,-5,4,0.1
Cc1cc2cc(CCNC(=O)c3cccc([N+](=O)[O-])c3)c(=O)[nH]c2cc1C,-1,4,-1,-1,0,23,-5,11,3,-0.4
c1ccc(-c2ccc(CN3CCN(c4ncccn4)CC3)cc2)cc1,-2,7,-2,35,4,-23,13,10,9,-0.2
CN(c1ccc(OCC(=O)N2CCOCC2)cc1)S(=O)(=O)c1ccc(Cl)cc1,-14,-4,0,2,4,-19,11,-33,0,0.5
c1ccc(Cn2nnc3c(N4CCN(Cc5ccc6c(c5)OCO6)CC4)ncnc32)cc1,4,-17,nt,12,-2,-13,6,-1,4,-0.3
Cc1nnc(NC(=O)CSc2ccc3nnc(-c4ccccn4)n3n2)s1,-1,0,2,15,3,-6,2,-1,3,0.0
Cc1cccc(N(C)C(=O)c2cc3cc4ccc(C)cc4nc3o2)c1,11,-2,nt,2,6,-37,i,-6,3,3.7
COc1ccc(C(=O)NCc2nnc(SCC(=O)NCc3ccco3)o2)cc1OC,-5,-2,-3,22,-12,-5,-5,-11,0,0.1
CC(C)(C)CN1CCN(Cc2cc3ccccc3[nH]2)CC1CCO (stereo unspecified),2,6,-3,13,-2,-13,-7,-6,-2,0.5
CC(OC(=O)c1cc(-c2cccnc2)nc2ccccc12)C(=O)Nc1ccc2ccccc2c1 (stereo unspecified),-9,-1,-2,30,-6,-5,4,15,1,-0.5
CC(C)CN(C(=O)c1ccc(=O)n(C)n1)c1c(N)n(Cc2ccccc2)c(=O)[nH]c1=O,-8,2,-3,17,nt,nt,9,-23,nt,0.2
COc1ccc(C(=O)NCCN2CCCC2)cc1,0,2,-6,11,-2,-25,5,-5,-1,0.4
COc1cccc(CN2CCN(C(c3ccccc3)c3ccccc3)CC2)c1O,3,3,0,33,-7,5,5,9,1,0.0
COc1ccc(-c2nc(N)nc(C)c2-c2ccc(Cl)cc2)c(O)c1,4,1,1,23,2,0,20,11,2,-1.0
CCn1c(SCC(=O)c2ccccc2)nnc1-c1cccnc1,24,0,nt,7,0,-11,-34,46,-1,0.6
CC(=O)NCc1nc2ccccc2n1C(C)C,13,1,-2,29,-4,-27,-17,49,2,0.2
Cc1ccc(C(=O)NC(C)c2ccc(F)cc2)cc1 (stereo unspecified),0,-1,0,12,-14,-19,20,-19,1,-0.6
CN(C)/C=C(/C(=O)c1ccc(Cl)cc1)n1cncn1,-1,0,0,11,3,14,-5,4,1,-0.1
COc1cc(/C=N/OCC(=O)Nc2cc(C)on2)ccc1OCc1ccccc1,2,2,0,-1,12,26,-49,23,5,2.0
CC12CCC(C(=O)NNC(=O)c3ccc(Br)cc3)(OC1=O)C2(C)C (stereo unspecified),-4,1,-4,4,-3,-37,10,-17,-2,-0.2
CC(=O)NC(Cc1c[nH]c2ccccc12)C(=O)N/N=C/c1ccccc1 (stereo unspecified),-8,3,-3,6,0,-6,9,-7,-2,-0.5
O=C(NCCCN1CCCCC1)c1ccc2c(c1)ncn2C1CCCC1,-1,0,0,26,0,-3,-7,-8,-1,1.1
CN(C)CCn1c(=S)[nH]c2ccc(Cl)cc2c1=O,-3,-2,1,1,0,-23,-15,5,1,0.0
Cc1cccc(NCc2ccccc2O)n1,-2,6,-2,7,2,1,0,10,2,-0.1
CCOC(=O)c1c(C)c(-c2ccccc2)n(CC(=O)NCCC(C)C)c1C,-2,-3,1,-4,3,-33,-11,-14,3,-0.2
O=C(C1CCCN(S(=O)(=O)c2ccc(Cl)cc2)C1)N1CCCC1 (stereo unspecified),2,1,-3,16,-1,-5,5,-1,-5,-13
COc1ccc(C2NC(=O)NC(C)=C2C(C)=O)cc1 (stereo unspecified),-2,0,0,-12,2,-37,-6,-10,0,0.1
Cc1ccc(C)c(OCCC(=O)N2CCN(S(=O)(=O)c3cc(C)ccc3C)CC2)c1,3,2,1,22,nt,nt,41,-1,nt,2.3
COc1ccc(S(=O)(=O)N2CCN(C(=O)C3CCCO3)CC2)cc1 (stereo unspecified),-4,0,0,18,0,-28,-1,0,-1,-0.1
Cc1c(C(=O)c2no[n+]([O-])c2C(=O)c2cnn(C)c2C)cnn1C,-94*,1,nt,5,1,-2,2,-95,2,-0.1
Cc1nc(-c2ccc(S(=O)(=O)Oc3ccc(Cl)cc3Cl)s2)cs1,3,7,-2,16,4,3,-33,12,-3,0.3
CCCCCCC1CCC(c2nc(-c3ccncc3)no2)CC1 (stereo unspecified),-3,4,-1,22,-3,-44,-30,-5,6,35*
O=C(CCSc1ccc(Cl)cc1)NN=C1CCCCCC1,0,0,-2,22,-1,18,15,-8,-1,0.0
Cc1ccccc1NC(=O)CSCc1cc(=O)n2ccsc2n1,-6,0,-2,14,2,-15,1,0,-3,0.1
Cc1ccc(S(=O)(=O)N2CC[C@@H]2C(=O)O)cc1,-8,2,3,15,nt,nt,6,3,nt,-0.3
O=C1CCCC2=C1C(c1cn(-c3ccccc3)nc1-c1cccs1)c1c([nH]c(=O)[nH]c1=O)N2 (stereo unspecified),4,2,2,16,2,-1,-8,-3,0,-0.1
CCOC(=O)C1(CCOc2ccccc2)CCN(CCCn2cccn2)CC1,-2,2,-2,28,-1,-35,-10,7,0,-0.2
COC(=O)N/C(C)=C1/NC(=O)c2ccccc2C(c2ccccc2)N1 (stereo unspecified),2,2,1,-4,4,-9,2,3,2,-0.3
CCCCCc1nc(-c2nonc2N)no1,-7,-2,0,17,-1,7,-9,-4,-2,-0.4
Cc1ccc([N+](=O)[O-])cc1NC(=O)c1ccoc1C,-1,-2,0,19,-7,-38,-48,-8,1,0.1
CCCn1c(N/N=C\C=C\c2ccccc2)nc2c1c(=O)[nH]c(=O)n2C,32,1,-3,7,1,-14,-9,?,-2,-0.3
CCCCn1c(N)c(N(CCC(C)C)C(=O)COC(=O)c2ccccc2)c(=O)[nH]c1=O,6,2,-15,23,-2,-3,6,-1,1,-0.2

# The listing continues.
SMILES,HSF1 inh,GSK3B inh,GSK3A inh,AI-2 QS modul,IEC-6 tox,KLF5 inhibitor,aSyn UTR inh,HSF-1 act,HSP90 inh,HIF activator
O=C(O)c1nn(CCOc2c(Cl)cccc2Cl)c(=O)c2ccccc12,8,nt,-1,nt,40*,29,-5,5,-2,-4.6
CCCc1cc(NCCCN(C)C)n2c(nc3ccccc32)c1C#N,-5,-6,17,20,-1,-48,-26,16,-3,-1.2
COc1ccc(NC(=O)COc2ccc(C(=O)NC3CCCc4ccccc43)cc2OC)cc1 (stereo unspecified),0,2,-1,17,-2,23,-6,11,-5,-0.2
O=c1cc(N2CCc3ccccc32)[nH]c(=O)n1-c1ccc(Cl)cc1,-11,2,1,35,0,-43,-3,6,0,0.0
COc1ccccc1N1CCN(C(=O)c2ccc(N3CCCCS3(=O)=O)cc2)CC1,-7,2,-4,9,6,-15,3,0,-4,-0.3
CCc1nnc(NC(=O)CCC(=O)Nc2ccc(Cl)cc2)s1,-4,1,2,16,-7,-6,14,-7,2,-0.2
COc1ccc(C(CNC(=O)CCOc2ccccc2)N(C)C)cc1 (stereo unspecified),2,3,2,4,-3,-16,-17,-9,2,-0.4
COCCN(C(=O)COC(=O)C1CCC(C(C)(C)C)CC1)c1c(N)n(Cc2ccccc2)c(=O)[nH]c1=O (stereo unspecified),2,-2,-3,23,nt,nt,14,5,nt,0.5
O/N=C(\c1ccc2c(c1)OCCO2)C1CCCCC1,-1,4,-2,-27,-5,-22,7,6,1,-0.3
C=CCn1c(-c2ccoc2)n[nH]c1=S,14,1,-2,18,-4,-20,-4,32,0,-0.4
COC(=O)c1c(NC(=O)CSc2nnnn2-c2ccccc2)sc2c1CCC(C)C2 (stereo unspecified),4,1,-3,9,-3,-1,2,-5,-3,0.3
Cc1ccccc1N=C1SCCN1C(=O)CN1C(=O)NC2(CCCC2)C1=O,7,2,-2,12,nt,nt,2,-7,nt,-0.5
O=C1C=C(N(CCO)CCO)C2(CCCCC2)O1,-3,-4,-1,26,-3,-19,0,-5,-1,0.0
CCOC(=O)N1CCC(NC2CCCCCCC2)CC1,-2,-4,-1,0,-7,-17,-4,-15,2,-0.1
COc1ccccc1NS(=O)(=O)c1ccc(N2CCOCC2)c(NC(=O)c2ccco2)c1,3,-2,-1,11,0,-25,13,-4,2,-0.2
COc1ccc(C(C)=O)cc1CSCCC#N,-3,4,1,9,-2,4,14,-4,-5,-0.3
Cc1cccc(NC(=O)NNC(=O)c2ccc(C)c([N+](=O)[O-])c2)c1,-5,3,4,15,-5,-35,11,-22,-8,0.0
O=C(CNS(=O)(=O)N1CCOCC1)N/N=C/c1cccnc1,-4,-1,0,2,1,-25,20,-1,-2,-0.1
Cc1ccc(-n2c(SCC(=O)N3c4ccccc4Sc4ccccc43)nnc2-c2ccncc2)cc1,-5,-2,-2,46,-7,-19,-8,-10,1,-0.2
COc1ccc(C2=NN(S(C)(=O)=O)C(c3cccs3)C2)cc1 (stereo unspecified),20,3,-2,11,4,-154,-95,15,0,2.8
CCN(CC)S(=O)(=O)c1ccc(N2CCOCC2)c(NC(=O)CCOc2ccccc2)c1,1,0,-1,12,10,13,15,11,5,0.0
